Bioassay records (PubChem)
SRC2 inh = inhibits human steroid receptor coactivator 2 | Q15596 | HEK293 GAL4-SRC2 luciferase reporter, luminescence | inhibition, % at 9 µM | actives 0.17% (n = 370,000) | AID 651957;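 active = inhibition above the mean inhibition of all tested compounds plus 3 SD, set per campaign, cut at about 52% in these data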;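 note: 0% = DMSO treated cells and 100% = cells given Gossypol at 36 µM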
Target sequence (Q15596 whole entry, looked up, the tested form may be a part): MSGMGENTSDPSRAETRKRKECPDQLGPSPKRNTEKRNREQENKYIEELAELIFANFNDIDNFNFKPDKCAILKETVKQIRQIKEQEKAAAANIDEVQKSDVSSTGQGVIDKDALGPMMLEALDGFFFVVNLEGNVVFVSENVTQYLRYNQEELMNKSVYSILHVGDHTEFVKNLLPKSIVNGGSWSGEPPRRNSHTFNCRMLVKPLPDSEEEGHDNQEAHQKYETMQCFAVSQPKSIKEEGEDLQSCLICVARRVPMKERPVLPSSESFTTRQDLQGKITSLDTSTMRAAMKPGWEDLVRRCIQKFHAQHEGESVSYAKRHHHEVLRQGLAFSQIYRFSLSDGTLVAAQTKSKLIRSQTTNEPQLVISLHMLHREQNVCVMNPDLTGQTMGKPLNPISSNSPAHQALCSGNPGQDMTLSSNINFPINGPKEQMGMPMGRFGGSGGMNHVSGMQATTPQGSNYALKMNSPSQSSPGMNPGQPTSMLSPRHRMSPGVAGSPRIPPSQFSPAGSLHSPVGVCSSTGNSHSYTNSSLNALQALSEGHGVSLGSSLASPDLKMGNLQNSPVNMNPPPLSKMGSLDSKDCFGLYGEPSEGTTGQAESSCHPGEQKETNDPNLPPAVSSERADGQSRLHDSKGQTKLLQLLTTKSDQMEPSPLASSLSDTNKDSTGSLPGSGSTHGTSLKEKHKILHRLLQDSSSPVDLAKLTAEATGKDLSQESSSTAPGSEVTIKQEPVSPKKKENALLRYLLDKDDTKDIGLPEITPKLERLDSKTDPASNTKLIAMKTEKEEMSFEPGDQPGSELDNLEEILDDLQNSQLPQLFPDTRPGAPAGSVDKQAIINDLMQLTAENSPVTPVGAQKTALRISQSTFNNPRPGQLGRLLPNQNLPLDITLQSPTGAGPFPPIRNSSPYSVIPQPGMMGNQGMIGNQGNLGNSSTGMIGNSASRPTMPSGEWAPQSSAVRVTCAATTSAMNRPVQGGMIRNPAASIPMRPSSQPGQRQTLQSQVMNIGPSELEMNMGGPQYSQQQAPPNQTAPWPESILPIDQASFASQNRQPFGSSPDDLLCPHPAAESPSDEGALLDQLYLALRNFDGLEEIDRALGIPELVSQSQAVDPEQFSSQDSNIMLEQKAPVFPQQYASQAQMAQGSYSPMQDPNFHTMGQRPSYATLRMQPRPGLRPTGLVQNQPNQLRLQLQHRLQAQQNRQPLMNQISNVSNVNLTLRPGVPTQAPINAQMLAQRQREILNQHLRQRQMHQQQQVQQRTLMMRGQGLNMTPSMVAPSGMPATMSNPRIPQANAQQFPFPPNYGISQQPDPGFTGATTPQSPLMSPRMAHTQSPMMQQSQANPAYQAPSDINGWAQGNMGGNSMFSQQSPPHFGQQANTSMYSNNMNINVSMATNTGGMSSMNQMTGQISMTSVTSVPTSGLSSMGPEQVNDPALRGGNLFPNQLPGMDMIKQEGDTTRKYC
Active calls of the source: *. The list is partial, so the mix of outcomes need not match the whole.

Sample of the layout:
SMILES | SRC2 inh
CCOC(=O)CC[C@@]1(C(=O)OCC)C[C@@H](CC(=O)N2CCN(C(=O)c3ccco3)CC2)C(=O)N2CCCC=C21 | -13
COC(=O)[C@]12C[C@H](CC(=O)NCc3cccc4ccccc34)C(=O)N(CCC3=CCCCC3)C1=C[C@H](C(C)C)O[C@@H]2C1CC1 | -13
COC(=O)[C@]12C[C@H](CC(=O)NCC3CCCCC3)C(=O)N(Cc3ccco3)C1=C[C@H](COCc1ccccc1)O[C@@H]2C | 1
Cc1ccc(OCc2nnc(SCC(=O)Nc3ccc(S(=O)(=O)Nc4cc(C)nc(C)n4)cc3)n2Cc2ccco2)cc1 | -18
COC(=O)c1cc2c(c3c4ccccc4n(S(=O)(=O)c4ccc(C)cc4)c13)C(=O)N(Cc1ccccc1)C2 | 11

The whole of this part (from the top)
SMILES | SRC2 inh
CCOC(=O)CC[C@@]1(C(=O)OCC)C[C@@H](CC(=O)N2CCN(C(=O)c3ccco3)CC2)C(=O)N2CCCC=C21 | -13
COC(=O)[C@]12C[C@H](CC(=O)NCc3cccc4ccccc34)C(=O)N(CCC3=CCCCC3)C1=C[C@H](C(C)C)O[C@@H]2C1CC1 | -13
COC(=O)[C@]12C[C@H](CC(=O)NCC3CCCCC3)C(=O)N(Cc3ccco3)C1=C[C@H](COCc1ccccc1)O[C@@H]2C | 1
Cc1ccc(OCc2nnc(SCC(=O)Nc3ccc(S(=O)(=O)Nc4cc(C)nc(C)n4)cc3)n2Cc2ccco2)cc1 | -18
COC(=O)c1cc2c(c3c4ccccc4n(S(=O)(=O)c4ccc(C)cc4)c13)C(=O)N(Cc1ccccc1)C2 | 11
CC(CNC(=O)[C@H]1O[C@@H](n2cnc3c(=O)[nH]c(N)nc32)[C@H](O)[C@@H]1O)c1ccccc1 (some centres undefined) | 2
CCCCN=C(N)NC(=O)OCc1ccccc1 | -37
CCOc1ccc(-n2c(SCC(=O)Nc3ccc(S(=O)(=O)Nc4nccs4)cc3)nnc2-c2ccc(C(C)(C)C)cc2)cc1 | -6
COc1ccc(CCNC(=O)Nc2ccc3c(c2)[C@@]2(CC(=O)N(CC(C)C)C2c2ccccc2)C(=O)N3C)cc1OC (some centres undefined) | 0
C[C@@H]1CCN(C2CC2)S(=O)(=O)c2ccc(N3CCC[C@@H]3CO)cc2O1 | -2
Cc1cccc(-c2nnc(SCC(=O)c3ccc(F)cc3)n2C)c1 | -29
Cn1cc([N+](=O)[O-])c(C(=O)Nc2cc(Oc3cccnc3)cc([N+](=O)[O-])c2)n1 | 25
CC(C)(C)c1ccc(-c2nnc(SCC(=O)Nc3ccc4c(c3)OCCO4)n2-c2ccc(Cl)cc2)cc1 | -27
C[C@@H]1CN([C@H](C)CO)C(=O)CCCn2cc(nn2)CO[C@H]1CN(C)C(=O)Oc1ccccc1 | 7
COc1ccc(NC(=O)CCCNS(=O)(=O)c2ccc3[nH]c(=O)oc3c2)cc1OC | -8
O=C(Cn1c(=O)[nH]c2ccsc2c1=O)N1CCN(c2ccc(F)cc2)CC1 | -6
COC(=O)c1cc(NC(=O)NC2CCCCN(Cc3ccc(Cl)cc3)C2=O)cc(C(=O)OC)c1 (centres undefined) | 2
NC(=O)C[C@@H]1NC(=O)c2cc([N+](=O)[O-])cc(F)c2NCCCC[C@@H](C(N)=O)NC(=O)[C@H](CO)NC1=O | 11
COC(=O)[C@]12C[C@H](CC(=O)NCc3ccc(C)o3)C(=O)N(CCC3=CCCCC3)C1=C[C@H](C1CCCC1)O[C@@H]2C | -11
O=C(N[C@@H](Cc1cccnc1)C(=O)N1CCC[C@H]1C(=O)NCc1ccccc1)c1ccc(Cl)cc1Cl | 1
CN1C(=O)[C@@]2(O[C@H]3c4ccccc4C=CN3C3=C2C(=O)CCC3)c2ccccc21 | -6
CCCC[C@H](C(=O)N(C)c1cccc(OC)c1)[C@@H](O)c1ccc2ccccc2c1 | 19
O=C(Nc1ccccc1C(F)(F)F)OCCN1C(=O)CCC12CCC(c1ccccc1)CC2 (centres undefined) | 24
Cc1ccc(NC(=O)[C@@H](Cc2ccccc2)NC(=O)[C@H]2O[C@@H](n3ccc(=O)[nH]c3=O)[C@H](O)[C@@H]2O)cc1C | 4
Nn1c(SCC(=O)NC2CCCCC2)nnc1-c1cc(-c2ccc(Cl)cc2)n[nH]1 | -44
(list continues)
SMILES | SRC2 inh
COc1cc(C(=O)N2CCCN(c3nc4cc(C)ccc4cc3C#N)CC2)cc(OC)c1OC | 3
CC(C)(C)c1ccc(-c2nnc3n2N=C(c2ccc4ccccc4c2)CS3)cc1 | 5
CCc1ccc2[nH]c(=O)c(CN(Cc3ccc4c(c3)OCO4)C(=O)c3ccco3)cc2c1 | 3
CN(C(=O)CCc1cn(C)c2ccccc12)c1ccc(Oc2cccnc2)cc1 | 2
CC(C)[C@H]1Cn2nncc2Cn2c3ccccc3c(=O)n21 | 14
COc1cc(-c2nnc(SCC(=O)N3C(C)CCCC3C)o2)cc(OC)c1OC (centres undefined) | 10
COC(=O)[C@]12C[C@H](CC(=O)NCCCCc3ccccc3)C(=O)N(CCC3=CCCCC3)C1=C[C@H](C1CCCC1)O[C@@H]2C | 6
COC(=O)[C@]12C[C@H](CC(=O)N3CCN(C(=O)c4ccco4)CC3)C(=O)N(Cc3ccco3)C1=C[C@H](C(C)C)O[C@@H]2C1CC1 | 11
Cc1cc(NS(=O)(=O)c2ccc(NC(=O)Cc3ccccc3)cc2)no1 | -13
COc1ccc2nc(NC(=O)/C=C/c3ccc4c(c3)OCO4)sc2c1 | 12
Cc1c(C(C)c2ccccc2O)c2ccccc2n1C (centres undefined) | 0
O=C(C1CCN(S(=O)(=O)N2CCOCC2)CC1)N1CCc2ccccc21 | 17
CCCCCCN(C(=O)CCCCCN1C(=O)NC(c2ccc([N+](=O)[O-])cc2)C(C(=O)OCc2ccccc2)=C1C)C(C(=O)NCCCC)c1ccc(OCC(=O)OC)c(C(=O)OC)c1 (centres undefined) | -3
c1ccc(-c2cc(-c3nnc4sc(Cc5cccs5)nn34)[nH]n2)cc1 | -7
O=C(Nc1c(-c2ccc(F)cc2)nc2ncccn12)C1CC1 | -11
CCCc1nc2c(C)cc(Br)cn2c1Cc1cccc(Cl)c1 | -16
COc1ccc(Cn2ccc3ccc(-c4ccc5ccn(Cc6ccc(F)cc6)c5c4)cc32)cc1 | -25
Cc1cc(NCCc2c[nH]c3ccccc23)ccc1Oc1cccnc1 | 15
CCCCCCCCN1C(=O)[C@@H](CC(=O)N2CCC(c3ccccc3)CC2)C[C@@]2(C(=O)OC)C1=C[C@H](C1CCCC1)O[C@@H]2C | -63
Cc1cccc(C)c1NC(=O)C1CCCN1S(=O)(=O)c1cccc2cccnc12 (centres undefined) | -22
O=C(CN1CCC(NC(=O)Nc2ccc(Cl)cc2)CC1)Nc1ccc2c(c1)OCCO2 | -15
O=C(O)CC(NC(=O)Cc1ccc(Cl)cc1)c1ccco1 (centres undefined) | -4
O=C(NCC1CCCO1)C(c1ccc(F)cc1)N(CCCN1CCOCC1)C(=O)c1ccc(-c2ccccc2)[nH]1 (centres undefined) | -37
Cc1ccccc1N(C)C(=O)C1CCCN1S(=O)(=O)c1cccc2cccnc12 (centres undefined) | -10
COc1ccccc1N1CCN(N=Cc2ccccc2Br)CC1 | 2
Next entries follow.
SMILES | SRC2 inh
O=[N+]([O-])c1cccc(OCCCN2CCC(C(O)(c3ccccc3)c3ccccc3)CC2)c1 | -23
CN1C(=O)c2cc(NS(=O)(=O)c3cccc(F)c3)ccc2OC[C@@H]2O[C@H](CC(=O)O)CC[C@H]21 | -4
C=CCOC(=O)N[C@@H](c1coc2ccccc2c1=O)[C@@H](C)/C=C/CC(=O)OC | 8
O=C(O)[C@H](Cc1ccccc1)NC(=O)[C@H]1O[C@@H](n2ccc(=O)[nH]c2=O)[C@H](O)[C@@H]1O | -6
COc1ccc(-n2c(COc3ccc(C)cc3)nnc2SCC(=O)c2ccc(-c3ccccc3)cc2)cc1 | 6
CCCCN(C)C(=O)CN1C(=O)C2CCCCN2C(=O)c2ccccc21 (centres undefined) | -20
COC(=O)[C@]12C[C@H](CC(=O)N3CCCC3)C(=O)N(Cc3cccc4ccccc34)C1=C[C@H](C1CCCC1)O[C@@H]2C | 2
O=C(Nc1ccc(OC(F)(F)F)cc1)Nc1nc2ncccn2c1-c1ccc(C(F)(F)F)cc1 | -40
CC(C(=O)N=Nc1c(O)n(C)c2ccc(Br)cc12)n1cnc2ccccc2c1=O (centres undefined) | -9
CCc1cccc(Nc2cc(C)n(-c3cccc(CC)c3)c(=O)c2)c1 | -24
CCn1c2ccccc2c2cc(NC(=O)c3cc4c(C)nn(-c5ccccc5)c4s3)ccc21 | -12
Cc1ccc(N2CCN(S(=O)(=O)N3CCCCC3)CC2)c(C)c1 | -22
COC(=O)[C@]1(CNS(=O)(=O)c2ccc(F)cc2)CC(=O)N(C)[C@@H]1c1ccccc1 | -30
COC(=O)C1=C(C)N(C)C(=NCc2ccccc2)NC1c1ccc(F)cc1 (centres undefined) | 1
C=CCn1c(SCC(=O)Nc2ccccc2OC)nnc1-c1ccco1 | -9
COc1ccc(-n2c(SCC(=O)N3CCCCC3C)nnc2-c2ccncc2)cc1 (centres undefined) | -5
CN(c1cccnc1)c1ccc(NC(=O)Cc2c[nH]c3ccccc23)cc1Br | -14
CC(C)C[C@H](NC(=O)c1nccs1)C(=O)N1CCC[C@H]1C(=O)NCc1ccccc1 | 4
C=CCN=Cc1sc2ccc(OCC)cc2c1O | -80
C=CCN(CC#CCN(C)C(=O)c1cccn1C(=O)OC(C)(C)C)Cc1ccc(OC)cc1OC | 35
CN(C)c1ccc(NC(=O)NC2CCCCN(Cc3ccc(Cl)cc3)C2=O)cc1 (centres undefined) | -16
CC1CCCN(C(=O)Nc2ccc([N+](=O)[O-])cc2)C1 (centres undefined) | 6
O=C(NC1CCC1)c1ccc(C#Cc2cccc(F)c2)cn1 | -5
CC(C)C[C@@H]1NC(=O)[C@H]2C[C@]3(c4ccccc4)c4ccccc4N[C@H]3N2C1=O | -1
COC(=O)[C@]12C[C@H](CC(=O)NCc3cccc(C(F)(F)F)c3)C(=O)N(Cc3ccccc3)C1=C[C@H](C(C)(C)C)O[C@@H]2C | -5

6 compounds drawn at random from those above, as already listed:
SMILES | SRC2 inh
CC1CCCN(C(=O)Nc2ccc([N+](=O)[O-])cc2)C1 (centres undefined) | 6
O=C(O)[C@H](Cc1ccccc1)NC(=O)[C@H]1O[C@@H](n2ccc(=O)[nH]c2=O)[C@H](O)[C@@H]1O | -6
Cc1ccc(N2CCN(S(=O)(=O)N3CCCCC3)CC2)c(C)c1 | -22
CN(c1cccnc1)c1ccc(NC(=O)Cc2c[nH]c3ccccc23)cc1Br | -14
CCn1c2ccccc2c2cc(NC(=O)c3cc4c(C)nn(-c5ccccc5)c4s3)ccc21 | -12
O=C(Nc1ccc(OC(F)(F)F)cc1)Nc1nc2ncccn2c1-c1ccc(C(F)(F)F)cc1 | -40

Following part:
SMILES | SRC2 inh
COC(=O)[C@]12C[C@H](CC(=O)NCCCCc3ccccc3)C(=O)N(Cc3ccc(Cl)cc3Cl)C1=C[C@H](C1CCCC1)O[C@@H]2C | 4
COc1ccc(CN2C(=O)N3Cc4ccc(C)cc4C3CS2(=O)=O)cc1 (centres undefined) | 23
COC(=O)c1ccc(Cn2ccc3ccc(-c4ccc5ccn(Cc6ccc(OC)cc6)c5c4)cc32)cc1 | -13
COC(=O)C1=C(C(=O)OC)C2CCCC1C1N=NN(c3ccccc3)C21 (centres undefined) | -5
CC1(NC(=O)c2ccc(C#Cc3cccc(F)c3)cn2)COC1 | -8
CCOC(=O)C(C)c1c(C(=O)c2ccc(C)nc2)c2ccccc2n1C (centres undefined) | 18
CCOC(=O)[C@]12CCCCC/C=C\1N(CCc1ccc(Cl)cc1)C(=O)[C@H]2CC(=O)NCC1CCCCC1 | -3
NS(=O)(=O)c1ccc(NC(=O)CSc2nc3ccccc3c(=O)n2-c2ccc(Br)cc2)cc1 | 0
COc1ccc(C(=O)c2c(-c3ccsc3)oc3ccc(-c4ccc(OC)cc4)cc23)cc1 | 3
Cc1cccc(C)c1NC(=O)[C@@H]1CC(=O)O[C@@H]1c1ccccc1 | 0
CCOC(=O)C1=CCN(S(=O)(=O)c2ccc(Br)cc2)C1c1ccc(Br)cc1 (centres undefined) | -4
C=CCN1[C@H](C)COc2cccc(N3CCSCC3)c2S1(=O)=O | -10
COCC(=O)Nc1ccc2c(c1)[C@H]1C[C@@H](CC(=O)NCC3CC3)O[C@H](CO)[C@H]1O2 | -9
COc1ccc(C(=O)N2CCC[C@H]2C(=O)N2CCC[C@@H]2C(=O)NCc2ccccc2)cc1F | -1
COC(=O)[C@]12C[C@H](CC(=O)N3CCOCC3)C(=O)N(Cc3cccc4ccccc34)C1=C[C@H](C(C)(C)C)O[C@@H]2C | 8
COC(=O)[C@]12C[C@H](CC(=O)N3CCOCC3)C(=O)N(CCC3=CCCCC3)C1=C[C@H](COCc1ccccc1)O[C@@H]2C | -26
COc1ccccc1N1C(=O)[C@@H]2[C@H](C1=O)[C@H](C(=O)c1ccc(OC(C)=O)cc1)N1N=CC=C[C@@H]21 | -4
CSc1ncc(Cl)c(C(=O)Nc2sc3c(c2C(=O)NCc2ccco2)CCCC3)n1 | 4
COC(=O)C1=C(C)N(Cc2ccccc2C(F)(F)F)C(=NCc2ccc(C(F)(F)F)cc2)NC1c1ccc(Cl)cc1 (centres undefined) | -7
C[C@H](O)[C@@H]1CN2CCc3c([nH]c4cccc(-c5ccccc5)c34)[C@@H]2C[C@@H]1N(C)CC1CCCCC1 | 4
COc1ccc(S[C@]2(C(=O)N3CCOCC3)CC(=O)N(C(=O)c3ccccc3)[C@@H]2c2ccc(OC)cc2)cc1 | -16
CC(=O)N1CCN(C(=O)C2CCCN(C(=O)c3ccc4c(c3)NC(=O)CS4)C2)CC1 (centres undefined) | -14
COc1ccc(N2CCN(CCNS(=O)(=O)c3ccccc3[N+](=O)[O-])CC2)cc1 | 10
CC(C)(C)OC(=O)N1CCC2CCN(S(=O)(=O)c3ccccc3)CC21 (centres undefined) | -7
O=C(Nc1cccc(Cl)c1)OC1CC2CC1[C@H]1CCCCN1[C@H]2Cc1ccccc1 (some centres undefined) | -19
O=C(c1cnn(C(=O)c2ccc(O)cc2)c1)c1ccccc1O | 0
O=C(c1ccc(Cl)c(Cl)c1)N1CCC(Oc2cccnc2)CC1 | -11
